From PubChem
NR2E3 ag-1 – activates human NR2E3 receptor; Q9Y5X4; CHO-S Gal4-NCOR/VP16-NR2E3 two-hybrid, luciferase; inhibition of corepressor binding, % at 3.98 µM; 360,000 tested, 0.35% active; AID 602229;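 active = inhibition above the mean of all tested compounds plus 3 SD, cut at about 70% in these data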;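 note: 0% = DMSO with NR2E3 transfected cells and 100% = cells lacking NR2E3 construct; higher means lower luciferase signal from less NR2E3 corepressor binding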
Target sequence (Q9Y5X4 whole entry, looked up, the tested form may be a part): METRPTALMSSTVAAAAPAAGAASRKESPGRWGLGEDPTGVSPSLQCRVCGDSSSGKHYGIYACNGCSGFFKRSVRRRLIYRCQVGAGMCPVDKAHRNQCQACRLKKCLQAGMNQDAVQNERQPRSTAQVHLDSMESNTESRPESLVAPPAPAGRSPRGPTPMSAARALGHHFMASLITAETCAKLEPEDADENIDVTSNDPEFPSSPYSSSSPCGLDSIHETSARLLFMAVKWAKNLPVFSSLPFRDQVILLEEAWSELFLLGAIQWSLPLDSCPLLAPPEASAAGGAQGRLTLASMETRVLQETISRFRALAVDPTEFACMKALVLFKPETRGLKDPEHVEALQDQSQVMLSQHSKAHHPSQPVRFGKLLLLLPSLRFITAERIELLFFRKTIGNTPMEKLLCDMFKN
Peg3 prom inh – reduces Peg3 promoter-driven luciferase expression in HeLa; 360,000 tested, 1.7% active; HeLa PEG-Prom luciferase reporter, luminescence, overnight; inhibition, % at 20 µM;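 active = inhibition of at least 50% at 20 µM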
PDI turbidity – blocks human protein disulfide isomerase activity; PDI insulin aggregation turbidity, A650, 90 min; P07237; 350,000 tested, 0.052% active; inhibition, % at 10 µM; AID 588391;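 active = mean inhibition across replicates of 30% or more, whatever share of single replicates reach that level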;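 note: absorbance from insulin aggregation driven by PDI reduction with DTT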
Target sequence (P07237 whole entry, looked up): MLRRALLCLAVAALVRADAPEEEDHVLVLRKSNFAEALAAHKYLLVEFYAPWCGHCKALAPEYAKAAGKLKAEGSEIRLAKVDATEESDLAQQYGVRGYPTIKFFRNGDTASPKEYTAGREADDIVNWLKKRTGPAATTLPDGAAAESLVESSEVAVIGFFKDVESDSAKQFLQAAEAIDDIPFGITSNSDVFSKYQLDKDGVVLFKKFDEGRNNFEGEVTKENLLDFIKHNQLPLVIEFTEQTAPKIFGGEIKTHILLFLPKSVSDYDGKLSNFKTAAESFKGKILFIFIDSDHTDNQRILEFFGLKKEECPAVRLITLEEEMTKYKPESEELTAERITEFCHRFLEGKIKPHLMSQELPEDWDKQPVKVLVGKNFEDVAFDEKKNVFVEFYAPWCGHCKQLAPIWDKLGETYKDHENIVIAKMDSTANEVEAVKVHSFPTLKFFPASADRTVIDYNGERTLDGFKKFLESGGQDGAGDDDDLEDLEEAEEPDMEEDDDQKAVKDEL
NR2E3 ag-2 – activates human photoreceptor nuclear receptor NR2E3 | 320,000 tested, 0.12% active | GST-NR2E3/biotin-RetCOR TR-FRET, 1536-well | Q9Y5X4 | AID 2300 | inhibition of corepressor binding, % at 4.78 µM;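 active = percent inhibition above the cutoff of mean plus 3 SD of all tested compounds, set per screening campaign, cut at about 20% in these data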;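 note: 0% = DMSO wells and 100% = biotin wells as full block of FRET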
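System: GST-tagged NR2E3 plus biotinylated RetCOR corepressor; Amount: 1.35 nM GST-tagged NR2E3 final; Dosing: single nominal compound dose of 4.8 µM; Schedule: 5 h incubation at 4 °C; Technique: TR-FRET with europium anti-GST and streptavidin-D2, 340 nm excitation; Controls: biotin wells as high control, 0.6% DMSO wells as low control.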
CaV13 ICDI inh – Primary screen for inhibitors of IQ motif and Ca2+-dependent inactivation inhibitor domain binding in CACNA1D, Förster resonance energy transfer in living cells, …; HEK cells, CFP/YFP FRET ICDI-IQ, plate reader, 10 min; percent FRET-ratio fall versus neutral wells; inhibition, % at 12.3 µM; 340,000 tested, 0.098% active;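 active = mean replicate inhibition of at least 30% and at least 1% of replicates passing that level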;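 note: 0% = median of the neutral control wells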
Vif imaging – HIV Vif inhibition. AID 602346. HEK293T cells, Vif self-association by quenched fluorescence, imaging, 24 h. inhibition, % at 7.49 µM. 340,000 tested, 0.35% active; in the data active = inhibition above about 50%, passing the limit was not always enough; note: some results filed as inactive read as strong as hits
Shn3 3UTR inh – Schnurri-3 reporter inhibition in Clone20 osteoblasts; inhibition, % at 12.5 µM; Clone20 osteoblast Shn3 3'UTR firefly luciferase, 24 h; 360,000 tested, 0.52% active;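 active = mean inhibition of at least 75% with every replicate also reaching 75%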;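 note: 0% = median of neutral control wells and 100% = pilot-screen positive control compound; some compounds past the cut are filed as inactive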
TRPM1 prom inh – reduces MITF-dependent TRPM1 promoter luciferase signal. SK-MEL-5 TRPM1 promoter luciferase, 24 h. inhibition, % at 12.5 µM. 330,000 tested, 0.83% active. AID 488899;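 active = mean inhibition across replicates of 60% or more, whatever share of single replicates reaches that level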; note: values of inactives mirror those of a sister screen read the other way
KKLEB tox – counter-screen for CF NF-kB inhibitors: cytotoxicity | KKLEB CF airway cells viability, ATPlite luminescence, overnight; stronger effect = lower value; cells stimulated with P. aeruginosa culture filtrate | activity change (cytotoxicity), % at 5 µM | 360,000 tested, 0.36% active;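 active = corrected activity change at or below -50% at 5 µM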
HIF-2a inh – blocks HIF-2a reporter activity. 786-0 RCC cells HIF-2a reporter, luciferase luminescence, overnight. inhibition, % at 18.8 µM. 360,000 tested, 0.72% active. AID 624352;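 active = inhibition of the luminescence signal of 40% or more relative to plate controls, in a single-dose primary screen at 18.75 µM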
CF NFkB inh – inhibitors of cystic fibrosis induced NF-kB; inhibition, % at 5 µM; 360,000 tested, 0.86% active; KKLEB NF-kB-GFP reporter, PAF-induced, GFP fluorescence overnight;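 active = at least 50% inhibition at 5 µM, scaled per plate between neutral and stimulator controls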;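 note: PAF is a Pseudomonas aeruginosa culture filtrate used as stimulus; plate controls were PAF-stimulated DMSO wells for no effect and unstimulated DMSO wells for full effect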
* = called active by the depositor; . = no result given; & = joins results of further samples; ! = a repeat was not active.

smiles,NR2E3 ag-1,Peg3 prom inh,PDI turbidity,NR2E3 ag-2,CaV13 ICDI inh,Vif imaging,Shn3 3UTR inh,TRPM1 prom inh,KKLEB tox,HIF-2a inh,CF NFkB inh
CN(CC(=O)Nc1ccc(Cl)cc1)C(=O)CCc1c[nH]c2ccccc12,0.7,3.4,0.4,3.5,-6.7,-8.7,2.5,4.3,7.9,13.9,-2.3
O=C(N/N=C/c1ccc2c(c1)OCO2)c1cc(-c2ccccc2)nc2ccccc12,-5.3,-23.0,-4.1,3.0,-2.6,0.1,-10.7,-3.4,0.5,-50.3,3.4
Clc1ccc(-c2csc3ncnc(N4CCc5ccccc5C4)c23)cc1,4.9,34.8,-6.2,-1.3,-15.7,-2.7,-8.6,-33.0,-12.1,36.3,54.9*
Cc1cccc(N2CCN(C(=O)Cc3c(C(=O)O)[nH]c4ccc(Cl)cc34)CC2)c1C,-31.9,-2.4,-5.7,-0.7,-7.0,-3.1,10.4,9.0,-1.6,6.4,-6.2
COc1cc(N=c2ssnc2Cl)c(OC)cc1Cl,-7.4&0.1,-9.3&0.0,-2.8&7.3,-1.0&0.0,-9.8&-0.6,2.0&-2.7,94.9*!,17.9&21.1,5.4&4.9,-7.1&15.7,16.4&-24.0
CC(C)n1nccc1N(Cc1ccc(Br)cc1)S(=O)(=O)c1ccccc1,1.0,19.4,-9.4,2.2,-6.4,3.7,-5.5,8.8,0.0,23.8,22.4
C[C@H]1C=C(C(=O)NCc2nc3ccccc3[nH]2)O[C@@H](OCCCCO)C1,-6.5,-10.4,-5.6,5.0,-6.6,0.8,-1.6,17.1,11.8,10.2,-3.2
CCc1nc2c(OCC(=O)C(C)(C)C)cccn2c1N(C)C(=O)C(C)C,16.1,-3.2,-3.2,.,.,.,21.3,.,5.3,15.0,-21.0
Cc1nc(CCNC(=O)COc2ccccc2)cs1,0.4,16.3,.,-2.0,20.2,.,-16.2,12.2,2.6,1.4,5.9
O=C(NCCO)c1ccc2nc(Cc3cccc(Cl)c3)oc2c1,-6.8,-3.5,-2.8,-0.4,-18.7,21.5,-9.6,-14.4,0.6,-21.2,-3.6
COc1ccc(S(=O)(=O)N2CCC(C(=O)N[C@H](C(=O)N3CCCC3)C(C)C)CC2)cc1,-9.3,6.5,1.2,-0.3,-7.2,10.9,5.5,4.0,-10.1,6.5,19.4
O=C(Cn1cc(C(F)(F)F)ccc1=O)N1CCc2ccccc2C1,-14.7,10.3,-1.9,-2.0,-6.4,13.6,-24.6,8.0,10.2,3.9,4.1
CCCCNc1nc(CC(C)=O)ns1,-26.5,2.9,-3.6,2.0,-3.7,21.7,-18.8,7.9,1.2,-5.1,2.4
CCOc1cc(/C=N/NC(=O)c2ccncc2)cc(Cl)c1OS(C)(=O)=O,8.8,13.2,-2.5,-0.9,-5.3,-17.8,-24.6,-26.8,6.9,13.2,-1.5
Cc1[nH]n(C(N)=S)c(=O)c1N=Nc1ccc(Br)cc1,21.7,-306.6,-13.3,1.0,-21.8,-8.7,-47.9,-37.4,6.6,-203.0,-5.7
Cc1ccc(NC(=O)c2ccoc2C)cc1C,-80.0,-245.8,-9.9,0.6,-4.1,2.7,-35.4,-29.3,1.5,-205.9,-8.3
O=C(CCC(=O)c1cccs1)NCc1ccncc1,-5.2,10.5,-4.4,1.5,-4.8,-3.7,-12.1,2.7,8.2,12.6,9.7
O=C(COC(=O)/C=C/c1cc(Br)ccc1F)Nc1ccc2[nH]c(=O)[nH]c2c1,8.0,-4.3,0.3,-0.3,-5.8,-2.6,-5.4,4.3,13.6,-7.2,1.9
CCOC(=O)c1cn(Cc2c(C)c(C)c(C)c(C)c2C)nn1,3.9,22.9,-4.1,0.5,-4.7,-1.6,18.5,-3.8,-0.6,25.5,11.9
COc1cc([N+](=O)[O-])cc(/C=N/NC(=O)c2cncc(Br)c2)c1O,-37.3,13.4,-5.3,-0.3,-16.5,22.9,.,0.7,-7.4,7.5,6.1
CSCc1nc2scc(-c3ccccc3)c2c(=O)[nH]1,-11.3,-18.3,-1.8,.,-3.2,-3.2,-5.6,-11.2,-3.0,-53.9,11.9
C[C@@H]1CCCCO[C@H](CN(C)C(=O)Nc2ccc(C(F)(F)F)cc2)[C@@H](C)CN([C@H](C)CO)C(=O)c2cc(NC(=O)Nc3ccc4c(c3)OCO4)ccc2O1,-23.9,5.3,.,.,.,-2.7,8.2,.,1.6,-10.9,-57.6
NCCNC(=O)c1c(O)c2cccc3c2n(c1=O)CCC3,-60.5,27.7,-1.1,.,-4.7,-0.1,-8.9,15.7,-0.1,21.9,7.5
CCOc1ccc(-n2c(COc3ccc(C)cc3)nnc2SCC(N)=O)cc1,-4.4,7.0,2.1,-1.9,-1.6,-6.8,-11.1,0.1,-2.3,20.5,-9.5
Cc1nccn1CC1CCc2c(c3ccccc3n2C)C1=O (configuration not stated),10.9&-28.2,-14.6&2.8,3.3&-2.8,-2.3&-1.0,-5.6&-4.4,-3.4&-2.0,5.9&6.2,8.9&-0.1,-18.5&-10.6,-8.9&6.2,10.1&7.7

The list continues.
smiles,NR2E3 ag-1,Peg3 prom inh,PDI turbidity,NR2E3 ag-2,CaV13 ICDI inh,Vif imaging,Shn3 3UTR inh,TRPM1 prom inh,KKLEB tox,HIF-2a inh,CF NFkB inh
CC(C)(C)NC(=O)Nc1ccccc1C(N)=O,9.9,1.5,-1.2,-1.4,-16.9,3.8,-5.5,-17.5,8.3,6.2,-5.1
COc1cccc(NC(=O)Cn2c3ccc(OC)cc3c3nc4n(c(=O)c32)CCS4)c1,4.7,7.0,-2.2,3.3,-3.3,2.4,14.2,12.5,-34.7,-2.5,15.5
Cc1cc(C)c[n+](CC(=O)c2ccccc2)c1,-7.9,5.1,6.1,.,0.9,-5.5,6.3,7.8,7.9,3.2,6.1
COc1ccc(-n2c(NNC(C)=O)nc3sc4c(c3c2=O)CCCC4)cc1,-21.4,13.8,6.3,1.3,-4.2,-1.8,1.4,-2.1,-0.3,12.7,0.4
N#Cc1cc(Sc2ccccn2)c([N+](=O)[O-])cc1C#N,-6.3,-26.1,11.8,-0.6,.,1.7,-4.0,3.3,5.1,-36.2,0.2
CC(C)N=c1cc2n(-c3ccc(Cl)cc3)c3ccccc3nc-2cc1Nc1ccc(Cl)cc1,-4.3,101.5*,0.4,3.2,-5.6,-6.4,78.1,73.9*,-18.2,-47.3,91.7*
COc1ccc(CC(=O)OCC(=O)N2N=C(c3ccccc3)CC2c2ccc(OC)cc2)cc1 (configuration not stated),-14.1,-19.4,4.1,-1.8,-14.8,-4.6,7.5,-0.8,-6.5,-15.8,-5.4
CC(C)CNc1ncnc2c1ncn2[C@H]1CN(Cc2ccc(-c3ccccc3)cc2)C[C@@H](CO)O1,63.1,-2.1,4.3,.,-11.3,-40.5,70.9,.,-0.2,-17.6,-2.9
Cc1ccc(C)c(NC(=O)c2sc(Cl)nc2-c2ccccc2)c1,0.6,-11.5,-3.8,0.7,-5.7,-11.2,-21.3,4.9,2.7,10.0,-7.0
CCN(CC)S(=O)(=O)c1ccc(C(=O)NC(C)(C)C)cc1,26.9,7.2,-6.6,-0.8,-5.0,-0.5,-12.4,6.2,-9.6,7.2,15.4
CC(C)(C)OC(=O)NCc1ccc(NC(=O)c2nc[nH]c2C(=O)NCCN(CCNC(=O)c2[nH]cnc2C(=O)Nc2ccc(CNC(=O)OC(C)(C)C)cc2)CCNC(=O)c2[nH]cnc2C(=O)Nc2ccc(CNC(=O)OC(C)(C)C)cc2)cc1,-11.7,9.0,-6.8,.,-11.7,-3.0,-11.7,-1.7,3.2,15.0,-25.4
Cc1cc(C=C2C(=O)c3ccccc3C2=O)c(C)n1-c1cccc(C(=O)O)c1,-62.3,-65.9,2.6,0.5,-59.4,-0.8,-4.9,-3.6,-6.0,-59.1,-6.2
O=S(=O)(Cc1cc(-c2ccc(Cl)cc2)no1)c1ccccc1,-105.9,-222.1,3.0,0.2,.,3.5,-71.0,-79.7,-7.8,-249.7,10.2
CN1/C(=C/C=C(C#N)C#N)C(C)(C)c2ccccc21,16.7,3.7,3.4,2.3,12.1,28.1,7.0,-14.5,3.1,15.5,-41.4
CCOC(=O)c1c(-c2ccc(C)s2)csc1NC(=O)c1cccs1,-29.3,3.7,-6.3,2.7,-6.3,9.8,-21.3,-8.1,-10.8,-1.9,11.1
CCOC(=O)Cn1c(=O)n(Cc2ccc(OC)cc2)c(=O)c2cccnc21,-19.3,15.1,3.0,-0.4,-7.0,-6.0,6.6,-4.7,7.0,15.0,7.1
CC1(C)NC(=O)N(CCCOc2ccccc2Br)C1=O,-21.9,-77.5,5.5,-1.3,-5.6,-10.4,-21.3,-40.2,7.5,-102.2,4.4
CC1=C[C@@H](C)[C@@H](c2ccc(C(F)(F)F)cc2)OC1=O,-34.7,-0.9,9.6,5.4,-0.2,-3.1,8.3,-32.9,-1.4,8.9,20.5
CC(=O)Nc1ccc(N2C(C(C)=O)=NN(c3ccccc3)C2c2cccs2)cc1 (configuration not stated),-5.8,-2.1,7.6,2.6,.,-3.0,12.4,15.1,-6.1,1.1,4.9
O=c1c2c(nc3c(-c4cccc5ccccc45)c[nH]n13)CCC2,10.8,-4.2,-5.2,1.0,.,.,.,-11.9,-8.2,-22.1,3.2
Cc1ccc(N(CC(=O)NCc2ccco2)C(=O)CNS(=O)(=O)c2ccc(F)cc2)c(C)c1,4.8,1.5,-1.9,2.1,-5.1,-10.3,1.1,8.5,-5.9,-4.3,2.3
O=C(Nc1nnc(-c2ccccc2)s1)c1ccccc1O,-61.3,-261.5,-5.9,-3.3,-19.3,-4.4,-67.7,-35.2,-9.6,-287.2,32.3
CC(=O)Nc1ccc(NC(=O)c2ccc(COc3ccccc3Br)o2)cc1,-39.2,10.9,-1.2,.,-4.1,-17.2,27.4,-25.8,-14.9,3.6,23.7
Cc1cc(C)n(CC(=O)N/N=C/c2ccc([N+](=O)[O-])s2)n1,-26.9,-10.1,20.8,4.2,-8.2,10.3,-0.8,47.3,-2.6,4.0,-2.9
COc1ccc(OC)c(CN2CCN(C(=O)c3ccc(S(=O)(=O)N4CCCCCC4)cc3)CC2)c1,3.2,15.8,8.6,.,-11.3,-3.1,23.5,.,-12.9,2.9,-8.3
O=C(/C=C/[C@H]1O[C@@H](n2ccc(=O)[nH]c2=O)[C@H](O)[C@@H]1O)NCc1ccccc1,13.8,6.1,.,.,-3.4,-1.2,-1.8,.,7.9,-3.7,-17.1
CCCCOc1ccccc1C1NC(=O)CCC1[N+](=O)[O-] (configuration not stated),-4.3,11.5,-8.2,-1.1,-6.9,-2.8,-3.2,2.9,-5.2,6.1,-8.8
